HMGR II inh: E. faecalis class II HMG-CoA reductase inhibition; AID 1066; inhibition, % at 10 µM; actives 0.41% (n = 190,000); purified E. faecalis HMGR, NADPH absorbance 340 nm kinetic;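 active means inhibition above a set limit, the median over all tested compounds plus 3 SD, cut at about 9.5% in these data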;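 further: enzyme runs in reverse so mevalonate oxidation gives rising NADPH absorbance; 0% = complete reaction with DMSO and 100% = background rate lacking mevalonate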
Diaph inh CS: inhibits diaphorase or chemically oxidizes, flagging diaphorase assay artifacts; actives 0.69% (n = 190,000); AID 1217; inhibition, % at 20 µM; diaphorase resazurin-to-resorufin fluorescence, NADH, 16 min; bacterial (C. kluyveri) enzyme, not human;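 active means primary screen inhibition at 20 µM above a set limit, cut at about 50% in these data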;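 further: plate controls were DMSO with full reaction for no effect and wells lacking NADH for full effect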
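Assay system – diaphorase enzyme from Clostridium kluyveri · Amount – diaphorase 0.14 U/mL (working solution) · Times – reaction incubation of 16 min at room temperature · Controls – No-NADH positive control and DMSO neutral control · Signal – resorufin fluorescence 544/590 nm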
TNAP act hi DEA: TNAP (human) activation, high acceptor; purified TNAP, CDP-star luminescence, 1 M DEA, 30 min; hits give high values; 0 = EDTA background, 1 = DMSO-only activity; activation factor at 20 µM; 200,000 tested, under 10 active;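 active means activation factor at least 2 at 20 µM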
Target sequence (P05186 whole entry, looked up): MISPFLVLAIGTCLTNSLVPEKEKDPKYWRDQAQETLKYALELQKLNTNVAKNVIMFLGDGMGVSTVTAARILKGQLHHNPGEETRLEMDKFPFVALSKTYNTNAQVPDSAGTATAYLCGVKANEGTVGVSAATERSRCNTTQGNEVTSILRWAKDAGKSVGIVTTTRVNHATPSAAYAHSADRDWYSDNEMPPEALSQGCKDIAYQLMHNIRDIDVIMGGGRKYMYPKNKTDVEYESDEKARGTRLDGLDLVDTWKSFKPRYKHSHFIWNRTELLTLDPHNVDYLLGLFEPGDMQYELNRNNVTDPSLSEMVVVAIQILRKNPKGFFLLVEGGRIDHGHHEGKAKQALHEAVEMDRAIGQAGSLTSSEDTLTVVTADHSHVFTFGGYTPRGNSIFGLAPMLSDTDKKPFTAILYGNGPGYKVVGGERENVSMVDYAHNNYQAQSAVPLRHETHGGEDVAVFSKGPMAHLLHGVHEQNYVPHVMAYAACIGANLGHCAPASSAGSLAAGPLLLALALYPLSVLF
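Measured by: Luminescent substrate turnover signal | Test system: Human TNAP | Input: TNAP 1/800 final | Dosing: 20 µM single point | Schedule: 30 min, room temperature | Controls: EDTA wells as negative control, DMSO wells as positive control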
FLuc stim CS: affects firefly luciferase, flagging false hits in luciferase stimulation screens | P08659 | ATPlite luciferase biochemical, luminescence, 10 min; 0 = ATP-free wells, 1 = DMSO control | activation factor at 10 µM | 200,000 tested, under 10 active | AID 1027;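 active means luciferase activation factor, scaled between plate controls, of at least 2 with compound at 10 µM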
Target sequence (P08659 whole entry, looked up): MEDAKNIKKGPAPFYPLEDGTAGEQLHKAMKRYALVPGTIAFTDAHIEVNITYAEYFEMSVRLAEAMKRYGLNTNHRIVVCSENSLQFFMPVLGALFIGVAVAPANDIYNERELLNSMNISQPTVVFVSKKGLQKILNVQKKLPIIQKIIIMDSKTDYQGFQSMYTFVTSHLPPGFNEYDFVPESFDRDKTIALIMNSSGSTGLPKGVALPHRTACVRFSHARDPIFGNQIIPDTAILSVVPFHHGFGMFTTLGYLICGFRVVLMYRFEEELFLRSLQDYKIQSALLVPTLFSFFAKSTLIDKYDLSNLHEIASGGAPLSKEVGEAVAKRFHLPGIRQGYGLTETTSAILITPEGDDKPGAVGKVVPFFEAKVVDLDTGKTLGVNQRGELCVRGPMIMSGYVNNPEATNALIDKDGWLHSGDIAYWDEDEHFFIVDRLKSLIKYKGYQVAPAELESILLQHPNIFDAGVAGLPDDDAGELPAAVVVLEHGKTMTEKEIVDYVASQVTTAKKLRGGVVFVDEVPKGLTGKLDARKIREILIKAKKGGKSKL
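Assay system: Luciferase/luciferin detection reagent, cell-free biochemical luciferase assay / Also added: ATP substrate / Schedule: 10 min at ambient temperature / Measured by: luminescence measurement of luciferase light output / Benchmarks: low control with PBS replacing ATP, high control enzyme plus ATP without compound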
Diaph act CS: activates diaphorase or chemically reduces, flagging diaphorase assay artifacts; Diaphorase/resazurin coupled assay, resorufin fluorescence, 16 min; hits give high values; 1 = vehicle wells, 0 = NADH-free wells; activation factor at 20 µM; actives 0.005% (n = 190,000);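 active means diaphorase activity raised at least twofold by the compound at 20 µM; inactive means activation factor below 2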
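System – purified diaphorase enzyme from Clostridium kluyveri · Input – enzyme 0.07 U/mL final · Also added – final NADH 0.114 mM, resazurin 0.1 mM · Measured by – fluorescence of resorufin, 544 nm excitation, 590 nm emission · Timing – 16 min enzyme reaction, ambient temperature · Measure – resorufin increase flagging diaphorase activators or reducers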
TNAP inh hi DEA: TNAP (human) inhibition, high acceptor. purified TNAP, CDP-star luminescence, 1 M DEA. actives 0.03% (n = 200,000). inhibition, % at 20 µM. P05186;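 active means over 50% inhibition of tissue-nonspecific alkaline phosphatase at 20 µM in the single-dose screen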;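 further: plate controls were DMSO wells for no effect and EDTA-quenched wells as full inhibition for full effect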
G6PDH CS: L. mesenteroides G6PDH inhibition counter-screen. Purified L. mesenteroides G6PDH, diaphorase/resazurin coupled fluorescence, 45 min. inhibition, % at 5 µM. actives 0.12% (n = 200,000); in the data active means inhibition above about 50%
TNAP inh noacc: inhibitors of human TNAP without phosphate acceptor. purified TNAP, CDP-star luminescence, 30 min. inhibition, % at 20 µM. actives 0.26% (n = 200,000). AID 1012;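 active means tissue-nonspecific alkaline phosphatase inhibition above about 50% at 20 µM in the single-dose screen, limit read from the data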;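 further: 0% = DMSO negative control and 100% = EDTA positive control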
PMI act satM6P: activators of human phosphomannose isomerase at near-saturating mannose 6-phosphate | actives 0.34% (n = 190,000) | activation factor at 20 µM | coupled PMI enzyme assay, resazurin fluorescence, 20 min; hits give high values; 1 = untreated enzyme, 0 = substrate-free blank;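 active means activation factor of 2 or more at 20 µM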
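Test system: Human PMI in coupled enzyme assay | Input: 15 ng/mL PMI | Medium: HEPES-buffered pH 7.4 with magnesium and detergent | Compound: One concentration, 20 µM, in 1% DMSO | Incubation: Enzyme reaction with compound 20 min at room temperature | Detection: Diaphorase-driven resazurin-to-resorufin fluorescence, excitation 544, emission 590 nm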
PMI act: activators of human phosphomannose isomerase. P34949. purified human PMI, coupled resazurin fluorescence, 20 min; hits give high values; 1 = vehicle control, 0 substrate-free wells. activation factor at 20 µM. actives 0.005% (n = 190,000);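 active means activation factor of 2 or more at 20 µM, relative to plate controls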
An asterisk follows results filed as active; x = no result given. Rows are unselected (roughly 1.7% active in at least one column).

Compound,HMGR II inh,Diaph inh CS,TNAP act hi DEA,FLuc stim CS,Diaph act CS,TNAP inh hi DEA,G6PDH CS,TNAP inh noacc,PMI act satM6P,PMI act
COc1ccccc1CC(=O)NCC1CCCO1 (stereo not drawn),-1,-2,1.1,1,1,-9,9,-9,1,1
COc1ccc(N2CCN(C(=O)C3CCN(S(=O)(=O)c4cccs4)CC3)CC2)cc1,0,15,1,1,0.9,-1,8,2,0.9,0.9
O=C(NCCCn1ccnc1)c1cc(-c2cccs2)on1,-4,3,1,1,1,2,1,9,1.1,1
CSc1nc(-c2ccc(N(C)C)cc2)c(C#N)c(=O)n1C,-4,25,1,0.9,0.8,-4,2,-13,1,0.9
CC(OC(=O)c1nsc(Cl)c1Cl)C(=O)NC(C)(C)C (stereo not drawn),-2,10,1,1.1,0.9,2,5,-6,1,1
C=CCN(c1ccc(C(=O)N2CCN(c3ccc(F)cc3)CC2)cc1)S(C)(=O)=O,-1,30,1,1,0.7,1,17,-9,0.8,0.8
CCCCSCCCNC(=O)Nc1ccc(CC)cc1,1,16,1.1,1.1,0.8,-8,6,-22,1,1
Cn1c(=O)[nH]c(=O)c2c1nc(SCC(=O)Nc1ccccc1)n2Cc1ccccc1,-2,15,1,1,0.9,1,-30,-9,0.9,0.9
CCOc1ccc(NC(=O)c2cccnc2Cl)c([N+](=O)[O-])c1,-1,1,1,1.1,1,-2,-7,-7,1,1
COC(=O)c1c(C)c(C)nc(N)c1C#N,-3,-1,1,1,1,-5,12,-5,1,0.9
CC(C)(C)c1ccc(C(=O)OCC(=O)Nc2sc3c(c2C#N)CCC3)cc1,-2,-8,1,1,1.1,1,-3,-22,1.1,1
CC1CCN(CC(=O)Nc2ccccc2Sc2ccccc2)CC1,1,18,1,1,0.8,-1,14,-10,0.9,0.8
O=S(=O)(N/N=C\C=C\c1ccccc1)c1ccc(Br)cc1,-6,7,1,1.1,0.9,-3,6,-10,1,1
Cc1ccc(/C=N/NC(=O)NC2CCCCC2)o1,2,-11,1,1,1.1,-4,0,-6,1.1,1
O=C(COn1nnc2ccc(Cl)cc21)NCc1ccccc1,2,12,1.1,1.1,0.9,-9,4,-2,1,1

(more compounds)
Compound,HMGR II inh,Diaph inh CS,TNAP act hi DEA,FLuc stim CS,Diaph act CS,TNAP inh hi DEA,G6PDH CS,TNAP inh noacc,PMI act satM6P,PMI act
COc1ccccc1NC(=O)NC(=O)N(C(C)C)S(C)(=O)=O,1,-6,1.1,1,1.1,-7,6,-16,1.1,1
O=c1oc2ccccc2cc1-c1ccc(O)cc1,-3,-3,1,0.7,1,0,9,-3,1.1,1
CCS(=O)(=O)N1CCN(C(=O)c2ccccc2)CC1,-6,0,1,1,1,-4,4,-9,1.1,1
Oc1ccc2ccccc2c1CN1CCN(c2ccccc2F)CC1,-2,39,1.1,1,0.6,-6,-27,-1,0.7,0.7
CCN1/C(=C/C(C)=O)Sc2ccc(OC)cc21,-7,9,1,1,0.9,-2,18,-6,0.9,0.9
C=CCSc1nc2sc(C)c(C)c2c(=O)[nH]1,5,9,1,1,0.9,1,-2,-6,0.9,1
CCOC(=O)C1C(C)=CC(=O)CC1c1ccco1 (stereo not drawn),-1,8,1,1,0.9,-2,7,-4,1,1
O=C(CSc1ncn[nH]1)N(C1CCCCC1)C1CCCCC1,-2,11,1,1,0.9,-3,4,-2,1,1
Cc1ccc(C2C(/C=C3/SC(=S)NC3=O)=C(c3cccs3)Oc3ccccc32)cc1 (stereo not drawn),-1,21,0.8,1.1,0.8,16,6,25,0.9,0.9
N#C/C(=C\c1c[nH]c2ccccc12)C(=O)Nc1ncc(Cc2ccc(Cl)cc2Cl)s1,2,-5,0.9,1.1,1.1,10,3,14,1,1
CCOc1cc(C2NC(=O)N(C)C(C)=C2[N+](=O)[O-])ccc1OC(C)=O (stereo not drawn),-4,19,1,1.1,0.8,1,2,-6,0.9,1.1
CC1=C(C(N)=O)C(c2ccc(Cl)cc2Cl)n2ncnc2N1 (stereo not drawn),-4,10,1,1,0.9,0,4,-9,1.1,1
CCCCOCCCNC(=O)c1cccs1,-8,20,1.1,1,0.8,-6,-10,-14,0.9,0.9
Cc1nnc(SCC(=O)Nc2ccc(Cl)cn2)n1Cc1ccccc1,-1,16,1,1,0.8,-4,9,-13,0.9,1
O=C1N(Cc2cccc(Cl)c2)C[C@@H]2C[C@@H](c3cccc4cccnc34)N3CCC[C@@]123,-6,4,1.1,1.1,1,-6,8,-9,1,1

Continued.
Compound,HMGR II inh,Diaph inh CS,TNAP act hi DEA,FLuc stim CS,Diaph act CS,TNAP inh hi DEA,G6PDH CS,TNAP inh noacc,PMI act satM6P,PMI act
Cc1ccc(S(=O)(=O)N(C)CC(=O)OCC(=O)N2CC(=O)Nc3ccccc32)cc1,-6,19,1.1,1.1,0.8,-7,1,-8,0.9,1
CCN(CC)c1ccc(/C=C(/C#N)c2nc3ccc(C)cc3[nH]2)c(OC(C)C)c1,2,7,0.7,0.9,0.9,25,5,27,0.9,0.9
COc1ccc(C(=O)C2CCCN(Cc3c[nH]c4ccccc34)C2)c(OC)c1 (stereo not drawn),-1,16,1,1,0.8,1,14,0,0.8,0.8
CCOC(=O)N1CCN(C(=O)c2cnsn2)CC1,-6,9,1.1,1.1,0.9,-6,-3,-15,1,1
COc1ccc(OCC2c3cc(OC)c(OC)cc3CCN2C(=O)C(C)C)cc1 (stereo not drawn),-1,15,1,1,0.8,-2,14,-6,0.9,0.9
CSc1nsc(SC)c1NC(=O)N1CCCC1,1,2,1.1,1.1,1,-5,1,-13,1.1,1.1
Fc1ccc(-n2cc(CNCCc3ccncc3)c(-c3ccccc3Cl)n2)cc1,-7,-4,1,1,1,2,11,-3,1,1
CN1CCN(Cc2nc(Cc3cccc(F)c3)no2)CC1c1ccccc1 (stereo not drawn),2,-9,1.1,1,1.1,-6,19,-5,1,0.9
Cc1ccccc1NC(=O)c1sc(Cl)nc1C,-4,13,1,1.1,0.9,-4,6,-3,1,0.9
CCC(=O)N1CCc2cc(S(=O)(=O)CCC(=O)O)ccc21,-2,16,1,1,0.8,-4,1,-18,1,0.9
c1ccc(-c2nccc(-c3ccc(-n4cnc5ccccc54)cc3)n2)cc1,1,-8,1,1.1,1.1,-1,-1,-4,1,1
COc1cccc(C2C=C(c3cccs3)Nc3ncnn32)c1OC (stereo not drawn),2,-6,1.1,1,1.1,-7,9,-3,1.6,1.4
CNC(=O)N(C1=NCC(C)(C)S1)c1ccc(F)c(Cl)c1,2,23,1.1,1.1,0.8,-5,-3,6,0.8,0.9
O=C(Nc1nnc(-c2cccs2)o1)c1ccco1,6,21,1.1,1,0.8,-9,-2,-12,1,1
CCc1ccc(N2CC(C(=O)OCC(=O)NC3CCS(=O)(=O)C3)CC2=O)cc1 (stereo not drawn),0,21,1,1,0.8,-4,-1,-10,0.9,0.9

(list continues)
Compound,HMGR II inh,Diaph inh CS,TNAP act hi DEA,FLuc stim CS,Diaph act CS,TNAP inh hi DEA,G6PDH CS,TNAP inh noacc,PMI act satM6P,PMI act
O=C(CCCOc1ccccc1)NCc1ccco1,2,12,1.1,1,0.9,-8,16,-14,0.9,0.9
CCOC(=O)c1ccc(-n2c(-c3ccco3)nc3ccccc3c2=O)cc1,x,14,1,1,0.9,-4,1,-9,1,0.9
CC(=O)Nc1ccc(N=Cc2ccc(OCc3ccccc3)cc2)cc1,-3,12,1,0.9,0.9,-1,-8,-12,0.9,0.9
COc1ccc(-c2cc(C(=O)NCCN3CCOCC3)c3ccccc3n2)c(OC)c1,-5,10,1,1.1,0.9,-2,11,-6,0.9,0.9
O=C(CSc1nc2ccccc2c(=O)n1-c1ccc(F)cc1)Nc1cc(S(=O)(=O)N2CCOCC2)ccc1Cl,-6,12,1,1,0.9,-2,7,-16,1,1
CCOc1ccc(CNC(=O)CCCc2cn(C)c3ccccc23)cc1OC,0,22,1,1.1,0.8,-4,16,-10,0.9,0.9
N/C(=N\c1nc2ccccc2o1)NC(=O)c1ccccc1F,-2,7,1,1,0.9,-2,16,-4,1,1
O=S(=O)(Nc1ccc(N2CCCCC2)cc1)c1ccccc1,-8,1,1,1.1,1,-3,15,-11,1,0.8
CCOc1ccc(N2C(=O)Nc3ccccc3C2(O)C(=O)NCc2ccc(F)cc2)cc1 (stereo not drawn),0,15,1,1.1,0.8,-2,-4,-12,1,1
C/C(=N\Nc1nnc(-c2ccccc2)c(-c2ccccc2)n1)c1cccc([N+](=O)[O-])c1,4,1,1,1,1,-1,7,-5,0.8,1
O=C(NNC1CC(=O)N(c2cccc(Cl)c2)C1=O)c1cccnc1 (stereo not drawn),-2,-9,1,1,1.1,-3,16,-5,1.2,1.2
N#CC1(P(=O)(c2ccccc2)c2ccccc2)CC1,1,0,1,1.1,1,-3,8,5,1.1,1.2
COc1ccc(C(=O)NC(=S)Nc2ccccc2N2CCN(S(C)(=O)=O)CC2)cc1OC,1,24,1,1.1,0.8,-1,2,-7,0.9,0.8
O=C(NC1CCCCC1)N1CCCc2ccccc21,1,11,1,1,0.9,-1,0,-13,1,1
COc1ccc(NC(=O)CCN2CCC(C)CC2)cc1,1,19,1.1,1.1,0.8,-7,3,-13,0.9,0.9
COC(=O)c1ccc(N=c2sc(C(=O)OC)cc(=O)n2C)cc1,-1,10,1,1,0.9,-3,-4,-11,1,0.9

Five compounds picked at random from the list so far, as already listed:
Compound,HMGR II inh,Diaph inh CS,TNAP act hi DEA,FLuc stim CS,Diaph act CS,TNAP inh hi DEA,G6PDH CS,TNAP inh noacc,PMI act satM6P,PMI act
O=C(Nc1nnc(-c2cccs2)o1)c1ccco1,6,21,1.1,1,0.8,-9,-2,-12,1,1
COc1ccc(NC(=O)CCN2CCC(C)CC2)cc1,1,19,1.1,1.1,0.8,-7,3,-13,0.9,0.9
CCS(=O)(=O)N1CCN(C(=O)c2ccccc2)CC1,-6,0,1,1,1,-4,4,-9,1.1,1
N#CC1(P(=O)(c2ccccc2)c2ccccc2)CC1,1,0,1,1.1,1,-3,8,5,1.1,1.2
CCN(CC)c1ccc(/C=C(/C#N)c2nc3ccc(C)cc3[nH]2)c(OC(C)C)c1,2,7,0.7,0.9,0.9,25,5,27,0.9,0.9

From PubChem BioAssay
